Screening data deposited in PubChem BioAssay by several laboratories.
West Nile virus CPE: inhibition of WNV-induced cytopathic effect – cell-based, CPE readout (AID 1621) | West Nile virus-infected cells, CPE inhibition; higher % means a stronger effect | CPE inhibition, % at 10 µM; hits with a dose series show IC50 in µM | 290,000 compounds, 0.02% hits; in the data active = a potency from the dose series; note: strong numbers were not always called active
XIAP antagonists: small molecules displacing peptide from XIAP – biochemical, IAP family, fluorescence polarization (AID 1018); XIAP BIR domain, fluorescence polarization peptide displacement; higher % means a stronger effect; 200,000 compounds, 0.007% hits; displacement, % at 20 µM; hits with a dose series show IC50 in µM; in the data active = displacement above about 50%; note: a part of the inactive calls stands beside numbers as strong as those of hits
Yfh1-off respiration: mitochondrial function rescue without frataxin homolog – Friedreich's ataxia, plus single-dose screen, dose response (AID 1465). S. cerevisiae Yfh1-off respiration, WST-1 reduction, 72 h; higher fold induction means a stronger effect. fold induction at 50 µM; hits with a dose series show EC50 in µM. 220,000 compounds, 0.074% hits;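 active = fold induction of absorbance versus untreated yeast above a set limit, then at least 30% activation at any dose in follow-up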;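 note: activators that raise dye reduction in frataxin-depleted yeast; strong numbers were not always called active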
UTI89 phage lysis: protection from phage-mediated lysis, alamar blue read-out – E. coli UTI89, K1F phage, bacterial capsule biogenesis inhibitors (AID 488966); E. coli UTI89 K1F phage lysis, alamar blue, 2 h; higher % means a stronger effect; inhibition, % at 100 µM; hits with a dose series show IC50 in µM; 340,000 compounds, 0.02% hits;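 active = phage lysis inhibition, versus mean bacterial control, above a set limit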;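 note: capsule biogenesis inhibitors block K1F phage lysis so surviving cells raise fluorescence; higher fluorescence means more inhibition of phage lysis; actives were called in the ten point dose series up to 300 µM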
RSV antiviral HEp-2: RSV antiviral activity via CPE protection, HEp-2 cells, primary 10 µM value included (AID 2391). CPE inhibition, % at 10 µM, or IC50 in µM where a hit was titrated. 310,000 compounds, 0.13% hits. HEp-2 cells, RSV-induced CPE inhibition; higher % means a stronger effect; in the data active = a potency from the dose series; note: strong numbers were not always called active
WT yeast gro inh: growth inhibition of WT yeast, mitochondrial fusion screen | 190,000 compounds, 2.1% hits | inhibition, % at 10 µM | mitochondrial fusion phenotypic screen, WT strain; in the data active = inhibition above about 58%; tested in S. cerevisiae
SV40 large T antigen: TAg ATPase/helicase activity blockers – biochemical (AID 1903); SV40 large T antigen ATPase/helicase inhibition assay; higher % means a stronger effect; one-dose inhibition, % at 20 µM; IC50 in µM for titrated hits; 310,000 compounds, 0.39% hits; in the data active = a potency from the dose series; note: strong numbers were not always called active
Dengue-2 NS5 capping: Dengue-2 NS5 methyltransferase inhibitors, primary screen, biochemical, confirmation dose response (AID 588689) | Dengue-2 NS5 methyltransferase capping enzyme assay, biochemical; higher % means a stronger effect | 340,000 compounds, 0.3% hits | one-dose inhibition, % at 25 µM; IC50 in µM for titrated hits; in the data active = a potency from the dose series
ER stress rescue: protection against thapsigargin-triggered cell killing – 384-well, CSM14.1, ATP luminescence, primary screen (AID 1222). CSM14.1 thapsigargin-induced death rescue, ATP luminescence; higher % means a stronger effect. one-dose cellular ATP content (survival), % at 20 µM; EC50 in µM for titrated hits. 190,000 tested, under 10 active;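 active = EC50 below 50 µM in the dose-response confirmation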;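 note: death triggered by thapsigargin at about 15 µM added after 2 h compound pretreatment; cell ATP read after overnight thapsigargin exposure of roughly 18 to 22 hours; normalized against plate controls of thapsigargin alone and 5% DMSO vehicle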
WT yeast gro inh mutant strain: second read-out of WT yeast gro inh, no call of its own (marks repeat the call); inhibition, %; mitochondrial fusion phenotypic screen, mutant strain inhibition
Dengue-2 NS5 capping pilot replicate: also measured in Dengue-2 NS5 capping; calls as there; inhibition, %; measured here: pilot screen replicate inhibition
Starred values were filed as active, the others as inactive; i = inactive; x = not tested or not shown; [ ] = dose if it differs, or a comment.

The first five records, ahead of the listing:
SMILES	West Nile virus CPE	XIAP antagonists	Yfh1-off respiration	UTI89 phage lysis	RSV antiviral HEp-2	WT yeast gro inh	WT yeast gro inh mutant strain	SV40 large T antigen	Dengue-2 NS5 capping	ER stress rescue	others
CC1CCN(C(=O)Cc2nn(C)c(=O)c3ccccc23)CC1	0.4%	-1.9%	i	0.5%	0.2%	-9.3	0.1	9.1%	2.0%	5.7%
COc1ccc2oc(C(=O)NCC3CCCO3)c(C)c2c1 (stereo not drawn)	0.6%	x	x	1.2%[50 µM]	1.3%	x	x	5.2%	-4.6%	x
COCCNC(=O)CN(c1ccc(OC)c(OC)c1)S(=O)(=O)c1ccc(C)cc1	-0.1%	-0.6%	i	0.2%	2.3%	-8.5	3.9	5.0%	4.8%	2.9%
COCCN=C1Sc2nc3ccc(C)cc3cc2CN1Cc1ccco1	-0.5%	-1.1%	i	0.1%	3.3%	-11.6	-2.6	19.9%	-8.2%	-1.7%
CCOc1ccc(C=Nc2cccc3ncccc23)cc1	0.2%	-2.1%	i	0.1%	3.9%	-7.5	-6.3	14.4%	3.5%	-1.6%

The listing, from the start:
SMILES	West Nile virus CPE	XIAP antagonists	Yfh1-off respiration	UTI89 phage lysis	RSV antiviral HEp-2	WT yeast gro inh	WT yeast gro inh mutant strain	SV40 large T antigen	Dengue-2 NS5 capping	ER stress rescue	others
CC1CCN(C(=O)Cc2nn(C)c(=O)c3ccccc23)CC1	0.4%	-1.9%	i	0.5%	0.2%	-9.3	0.1	9.1%	2.0%	5.7%
COc1ccc2oc(C(=O)NCC3CCCO3)c(C)c2c1 (stereo not drawn)	0.6%	x	x	1.2%[50 µM]	1.3%	x	x	5.2%	-4.6%	x
COCCNC(=O)CN(c1ccc(OC)c(OC)c1)S(=O)(=O)c1ccc(C)cc1	-0.1%	-0.6%	i	0.2%	2.3%	-8.5	3.9	5.0%	4.8%	2.9%
COCCN=C1Sc2nc3ccc(C)cc3cc2CN1Cc1ccco1	-0.5%	-1.1%	i	0.1%	3.3%	-11.6	-2.6	19.9%	-8.2%	-1.7%
CCOc1ccc(C=Nc2cccc3ncccc23)cc1	0.2%	-2.1%	i	0.1%	3.9%	-7.5	-6.3	14.4%	3.5%	-1.6%
CCOC(=O)c1nn(-c2c(C)n(C)n(-c3ccccc3)c2=O)cc1O	0.5%	-5.3%	i	0.4%	0.4%	4.4	2.7	13.1%	-2.8%	-1.4%
Cc1ccc(S(=O)(=O)N2CCOCC2)cc1NC(=O)COC(=O)Cn1c(C)csc1=O	x	x	x	0.7%[50 µM]	2.8%	x	x	6.9%	-8.1%	x
COc1ccc(-c2nnc(N3CCC(C)CC3)c3ccccc23)cc1	x	-5.7%	x	0.1%	1.6%	11.8	14.1	3.6%	-3.9%	2.2%
CCOC(=O)CN1C(=O)COc2ccc(Cl)cc21	0.0%	-1.9%	i	3.0%	2.0%	-20.1	-9.3	0.7%	8.0%	-1.6%
OCc1cn(-c2ccc(Cl)cc2)nn1	0.0%	-3.8%	i	-0.4%	0.6%	10.1	-22.1	3.0%	1.7%	-0.4%
O=C(N1CCOCC1)N1CCCN(C(=O)N2CCOCC2)CC1	0.1%	-2.8%	i	0.3%[50 µM]	1.1%	-4.2	-11.3	2.6%	-3.4%	-1.5%
Cc1c(C)c2c(OCC(=O)NCc3cccnc3)cc3c(c2oc1=O)CCC(C)(C)O3	-0.3%	x	x	0.9%	2.2%	x	x	x	-2.9%	x
COC(=O)CN(c1ccc(C)cc1)S(=O)(=O)c1c(C)[nH]c(=O)[nH]c1=O	-1.0%	-2.9%	i	-3.0%	1.1%	1.2	13.4	2.0%	-2.7%	-0.7%
Cc1c(NC(=O)CN2CCN(C(c3ccccc3)c3ccccc3)CC2)c(=O)n(-c2ccccc2)n1C	0.0%	-1.0%	i	-0.2%	0.2%	-7.9	1.2	12.8%	-1.4%	-0.2%
O=C(CN1CCCc2ccccc21)NCc1ccc2c(c1)OCO2	-0.3%	2.9%	i	0.2%	1.1%	-19.3	-0.4	26.4%	0.0%	0.7%
Cc1ccc(S(=O)(=O)CCC(=O)OCc2ccccc2)cc1	0.8%	-1.4%	i	0.1%	1.6%	0.5	13.9	7.5%	5.3%	-1.5%
Cc1ccc(NC(=O)Nc2ccc3c(c2)N(C)C(=O)CS3)cc1C	0.2%	-8.1%	i	i	2.9%	-0.5	-5.2	1.4%	-8.9%	-3.4%
Oc1ccc(-c2cccc(-c3ccc(O)cc3)c2)cc1	-0.9%	x	x	-0.6%	8.3%	x	x	14.5%	6.6%	x
COc1ccc(C(=O)N/C(=C\c2cn(S(=O)(=O)N(C)C)c3ccccc23)C(=O)NCCCn2ccnc2)cc1	-0.3%	x	x	0.3%	-0.6%	x	x	7.1%	-1.8%	x
CCOc1cc(C(=O)Nc2ccon2)cc(OCC)c1OCC	0.1%	-6.6%	i	0.7%	-1.2%	-1.2	0.3	0.8%	0.8%	-1.5%
O=C(c1ccc(Cl)cc1)C1CCCN(Cc2cnn(-c3ccccc3)c2)C1 (stereo not drawn)	-0.8%	-5.2%	i	0.5%	20.2%	34.2	36.8	7.7%	1.5%	2.5%
Cn1c(=O)[nH]c2sc3c(c2c1=O)CC(C)(C)OC3	0.4%	-6.8%	i	0.2%	1.6%	0.2	17.0	2.3%	x	-2.3%
CCc1cccc(CC)c1N(COC)C(=O)Cn1nnc2ccccc21	-0.5%	-12.0%	i	-0.3%	0.0%	-13.7	2.4	19.4%	3.2%	0.0%
O=C(CNC(=O)c1cccc(Br)c1)NCCc1nc2ccccc2[nH]1	-0.5%	-3.9%	i	0.2%	0.3%	-11.1	-6.4	x	5.6%	-1.8%
CN(Cc1cccnc1)C(=O)CC1C(=O)NCCN1CC(c1ccccc1)c1ccccc1 (stereo not drawn)	0.2%	0.0%	i	0.5%	2.1%	-10.8	-0.9	19.4%	-3.6%	0.5%
COc1cc(OC)cc(C(=O)NC2CCN(Cc3nnnn3Cc3cccs3)CC2)c1	-0.7%	-4.1%	i	0.8%	2.4%	-9.6	-27.7	0.5%	-6.9%	0.3%	Dengue-2 NS5 capping pilot replicate=-9.1
COCc1cc(C)nc(N2CCN(Cc3ccccc3)CC2)c1C#N	-0.1%	-8.1%	i	0.2%	-0.8%	8.5	19.3	3.9%	-5.4%	-1.4%
CCN1C(=O)C(CC(=O)N2CCN(C(c3ccccc3)c3ccccc3)CC2)N(CC)C1=O (stereo not drawn)	-1.0%	-0.6%	i	6.3%	-1.0%	-4.1	-8.4	-1.9%	-0.8%	-0.8%
Cc1ccc(-n2ncc3c(=O)n(CC(=O)N(C)C)cnc32)cc1C	-0.7%	x	x	-0.1%	1.5%	x	x	7.0%	-5.2%	x
Cc1ccccc1CSc1nc(C(C)(C)C)cc(=O)[nH]1	-0.2%	-8.4%	i	x	0.2%	1.9	-3.1	7.6%	x	0.5%
C=CCNC(=O)NC(=O)COC(=O)/C=C/c1cccc([N+](=O)[O-])c1	2.4%	-6.9%	i	0.6%	2.1%	-15.5	2.8	4.2%	-8.3%	-0.6%
COc1ccc(Cl)cc1NC(=O)C/C(C)=N/NC(=O)C(=O)NCc1ccccc1	0.1%	x	x	-0.9%	1.5%	x	x	5.2%	-5.1%	x
COCc1cc(C)n(CC(=O)Nc2ccc3c(c2)OCO3)c(=O)c1C#N	0.2%	x	x	i	0.0%	x	x	-7.5%	-0.9%	x
CCC(=O)C1=C(N2CCCC2)CC(C)(C)CC1=O	0.2%	-4.1%	i	0.3%	3.1%	6.9	-12.0	-1.4%	x	2.0%
CCCCNC(=O)CC1NCCNC1=O (stereo not drawn)	-0.2%	-1.3%	i	6.1%	2.1%	-0.6	3.1	4.2%	8.5%	0.5%
CS(=O)(=O)Nc1ccc(C(=O)NC2CC3CCC2C3)cc1 (stereo not drawn)	0.2%	-1.3%	i	7.2%	2.3%	x	x	-4.2%	-6.4%	-3.1%
Cc1ccc(CNC(=O)C2CCN(S(=O)(=O)c3c(C)noc3/C=C/N(C)C)CC2)cc1	0.5%	x	x	0.0%	2.4%	x	x	7.8%	-17.7%	x
CCOCCOC(=O)c1ccc(-n2cnc(C)n2)nc1	0.1%	-3.1%	i	0.8%	-1.1%	-18.2	-5.5	-3.0%	-7.1%	-0.5%
CCOC(=O)C1CCCN(S(=O)(=O)c2cc3c4c(c2)CCN4C(=O)CC3)C1 (stereo not drawn)	x	x	x	0.5%[50 µM]	-0.5%	x	x	3.0%	0.0%	x
CCOC(=O)c1c(NC(=O)CSc2nc3ccccc3o2)sc(C(C)=O)c1C	0.4%	-7.3%	i	4.7%	1.7%	-6.2	-3.6	-2.3%	-14.5%	-3.1%
NC(=O)CC(NC(=O)Cc1ccc(Cl)cc1)c1ccc(NCCc2ccccc2F)c([N+](=O)[O-])c1 (stereo not drawn)	0.2%	x	i	0.4%	0.1%	x	x	7.9%	-3.8%	x
CCOC(=O)C1CCCCN1Cc1cccc(Oc2ccccc2)c1 (stereo not drawn)	-0.2%	x	x	0.5%	3.4%	x	x	11.6%	x	x
Cn1c(N)c(C(=O)COC(=O)c2ccc([N+](=O)[O-])o2)c(=O)n(C)c1=O	0.2%	x	i	-0.1%	-0.1%	x	x	7.2%	-0.8%	x
COC(=O)c1cc(-c2ccccc2)sc1NC(=O)CN1C(=O)c2ccccc2C1=O	-0.3%	-2.5%	i	3.9%	1.6%	19.9	9.0	10.0%	1.1%	6.7%
O=C(NCCCc1ccccc1)c1ccc(CS(=O)Cc2ccccc2Cl)o1 (stereo not drawn)	-0.7%	x	x	0.9%	3.1%	x	x	11.5%	-11.8%	x
